D3 ag = qHTS of D3 Dopamine Receptor Agonist: qHTS; D(3) dopamine receptor (Homo sapiens), P35462; D3R DiscoveRx beta-arrestin cells, luminescence, 90 min; max activation, %; 0.58% of 410,000 active; in the data active means max activation above about 30%; further: 0% is about no effect; mostly tested at two doses, the higher about 12 µM
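Cells at 1500/well, incubated overnight, then treated with pinned compounds (dopamine as control) for 90 min at 37 degrees C. DiscoveRx reagent added for 30 - 60 minutes at room temperature; luminescence read.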
EPAC2 antagonist = qHTS for Antagonist of cAMP-regulated guanine nucleotide exchange factor 2 (EPAC2): primary screen | Rap guanine nucleotide exchange factor 4 (Homo sapiens), Q8WZA2 | EPAC2 GEF exchange of Rap1B-BODIPY-GDP, fluorescence | Potency, µM (highest dose often 114 µM), without a hit: top-dose activity, negative = inhibition, hits mostly inhibitors | 0.18% of 360,000 active | AID 720708, 2013; further: potency means the concentration at half of the fitted maximal effect; on the % scale 0 is the no-effect control and ±100 the full control effect; nearly all actives have a fitted effect of over 45% in size; many of its hits are not listed in these tables
Target sequence (Q8WZA2 whole entry, looked up): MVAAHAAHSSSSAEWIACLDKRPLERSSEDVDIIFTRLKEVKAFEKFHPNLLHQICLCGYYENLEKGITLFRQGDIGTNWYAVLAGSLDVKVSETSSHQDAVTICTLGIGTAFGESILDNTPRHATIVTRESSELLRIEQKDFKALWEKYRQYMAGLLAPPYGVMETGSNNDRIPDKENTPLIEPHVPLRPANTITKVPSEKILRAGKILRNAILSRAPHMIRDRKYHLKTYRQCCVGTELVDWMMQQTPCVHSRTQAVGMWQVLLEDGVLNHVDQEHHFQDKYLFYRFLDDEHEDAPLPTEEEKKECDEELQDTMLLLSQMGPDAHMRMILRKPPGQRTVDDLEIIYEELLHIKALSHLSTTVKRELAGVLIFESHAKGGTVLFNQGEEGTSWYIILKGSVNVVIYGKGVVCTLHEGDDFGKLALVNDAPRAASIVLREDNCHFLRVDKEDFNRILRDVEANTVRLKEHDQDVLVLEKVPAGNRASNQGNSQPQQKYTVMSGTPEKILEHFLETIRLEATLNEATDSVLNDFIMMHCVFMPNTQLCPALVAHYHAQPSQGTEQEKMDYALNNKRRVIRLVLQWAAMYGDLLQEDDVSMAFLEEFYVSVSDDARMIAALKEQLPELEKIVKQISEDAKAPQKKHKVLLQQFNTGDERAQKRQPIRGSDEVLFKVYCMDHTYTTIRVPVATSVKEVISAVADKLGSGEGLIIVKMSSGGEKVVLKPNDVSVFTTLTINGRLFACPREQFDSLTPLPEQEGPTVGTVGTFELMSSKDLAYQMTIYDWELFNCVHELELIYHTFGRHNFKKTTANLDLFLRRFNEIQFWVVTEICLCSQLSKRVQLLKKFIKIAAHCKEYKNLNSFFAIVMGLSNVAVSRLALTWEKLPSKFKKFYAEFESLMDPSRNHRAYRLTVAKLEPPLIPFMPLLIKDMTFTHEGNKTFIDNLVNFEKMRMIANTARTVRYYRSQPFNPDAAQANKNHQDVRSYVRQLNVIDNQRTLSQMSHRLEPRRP
EPAC2 agonist = qHTS for Agonist of cAMP-regulated guanine nucleotide exchange factor 4 (EPAC2): primary screen. Rap guanine nucleotide exchange factor 4 (Homo sapiens), Q8WZA2. EPAC2 activation, biochemical qHTS; response scale: 100% = 6.5 mM cAMP response. Potency, µM (doses to about 154 µM), for the others: at the highest dose activation, usual class: activators. 0.079% of 360,000 active. AID 720711, 2013; further: potency means the concentration at half of the fitted maximal effect; nearly all actives have a fitted effect of over 50% in size
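Compounds were titrated in qHTS against a Rap1B-BODIPY-GDP (250 nM) complex with EPAC2 (100 nM) and GDP (50 uM). BODIPY-GDP release tracked at 480/540 nm over 30 min at room temperature, normalized to 6.5 mM cAMP.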
pAkt inh = HTS Assay for Inhibitors of Akt Phophorylation: Primary Screen. AID 651550, 2012. Neuro2A IGF-stimulated pAkt S473 HTRF, 20 min; stronger effect = lower value. 0.32% of 360,000 active. activity change, % for hits at 50 µM; in the data active means activity change below about -80%; inconclusive means mostly about -51% to -80%; further: on the % scale 0 is the no-effect control and ±100 the full control effect
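Neuro2A cells (4,500/well, DMEM with 0.5% FBS) were treated with compound at a single 50 µM final concentration, stimulated with 6 nM IGF for 20 min at 37 °C, and lysed. Phospho-Akt Ser473 was read by HTRF as 665/615 ratio ×10^4.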
Mm-Cpn inhibitor = Inhibitors of TCP-1 ring complex (TRiC) of Methanococcus maripaludis (MmCpn): qHTS | Chaperonin Mm-Cpn (Methanococcus maripaludis) | purified Mm-Cpn ATPase, ADP Transcreener TR-FRET | Potency, µM (top dose mostly 76.9 µM), inactives show top-dose activity, negative = inhibition, most hits filed as inhibitors | 0.031% of 330,000 active | AID 504842, 2011; further: potency means the concentration at half of the fitted maximal effect; on the % scale 0 is the no-effect control and ±100 the full control effect; nearly all actives have a fitted effect of over 80% in size
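Measured: ADP formation by purified Mm-CPN. Conditions: 25 nM protein, 10 uM ATP, Tris pH 7.4 with Mg2+, K+ and DTT, 37°C for 30 min. Detection: Transcreener HTRF after 30 min at room temperature.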
CCT chaperon mod = High-Throughput Screening for Modulators of Cytosolic Chaperonin Activity; purified chaperonin ATPase assay, HTRF ADP detection, 30 min; activity change, % (no concentration beside the values), hits read low; 0.3% of 360,000 active; AID 651819, 2012; in the data active means activity change below about -30%; further: on the % scale 0 is the no-effect control and ±100 the full control effect
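First, chaperonin was dispensed at 40 nM or 20 nM final depending on batch activity. Next, compounds were pinned at 76 uM and ATP added at 10 uM. After 30 min at 37 °C, ADP detection reagents ran 30 min at ambient temperature.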
D3 antag = qHTS of D3 Dopamine Receptor Antagonist: qHTS; D3R cells, DiscoveRx beta-arrestin luminescence, antagonist mode; stronger effect = lower value; max response, negative = inhibition, %; 2.5% of 360,000 active; in the data active means max response below about -50%; inconclusive means no clear call, values can overlap the other calls; further: on the % scale 0 is the no-effect control and ±100 the full control effect; mostly tested at two doses, the higher about 12 µM
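Cells plated overnight at 1500 cells/well, then exposed to library compounds with dopamine controls for 90 minutes at 37 degrees C. DiscoveRx reagent added for 30–60 minutes at room temperature; luminescence read, quantitative HTS format.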
PTHR1 ag = qHTS for PTHR1 Agonists: Primary Screen | HEK293 GP2 PTHR1 cells, GloSensor cAMP luminescence, 1 h | Potency, µM (doses to about 115 µM), for inactives: at the top dose activation, usual class: activators | 0.075% of 410,000 active | AID 743266, 2014; further: potency means the concentration at half of the fitted maximal effect; nearly all actives have a fitted effect of over 55% in size; some results filed as inactive show a strong effect at the top dose; inactives centre near -15; many of its hits are not listed in these tables
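HEK-293-derived GP2 cells expressing PTHR1 and a GloSensor cAMP reporter, 3,000/well, plated overnight, given luciferin plus IBMX (each 0.5 mM as added) for 1 h at 37 °C, then compound for 1 h at 37 °C. Luminescence was read after 15 min at room temperature.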
Active calls of the source: *; i = inactive; u = inconclusive; x = not tested or not shown; & = joins results of further samples; [ ] = another dose, or the depositor's remark. Unless noted, the call rests on the fitted dose curve; in most records, active means well fitted curve in the direction sought with a large enough effect; inconclusive means small, poorly fitted or top-dose-only effect, or another doubt; inactive means no such curve, though single readings can be large; an effect the other way counts as inactive or inconclusive. A portion of the library, so the mix of outcomes need not match the whole.

Values run as follows: D3 ag	EPAC2 antagonist	EPAC2 agonist	pAkt inh	Mm-Cpn inhibitor	CCT chaperon mod	D3 antag	PTHR1 ag
CC1CN(S(=O)(=O)c2ccc(C(=O)N(CCCN(C)C)c3nc4cc5c(cc4s3)OCCO5)cc2)CC(C)O1 (stereo not given)
    5	-5%	-3%	i	1%	0.8	25	-3%
Cc1nc(NCc2ccccc2)c(C(N)=O)c2c1COC(C)(C)C2
    4	-3%	3%	i	-2%	1.5	-3	i
O=C(COc1ccc(F)cc1)N1CCCc2ccccc21
    -15	-13%	15%	x	2%	-4.0	-14	i
COc1cc2c(c(OC)c1OC)C(c1ccc(O)cc1)CC(=O)O2 (stereo not given)
    16	3%	-2%	i	-1%	-1.3	16	-13%
Cc1ccc(/C=N/NS(=O)(=O)c2ccc([N+](=O)[O-])cc2)o1
    -3	-13%	2%	i	0%	1.3	20	12%
COc1ccccc1CN1C(=O)[C@@H]2C(CC(N)=O)NC3(C(=O)Nc4c3ccc(Cl)c4C)[C@@H]2C1=O (stereo not given in full)
    1	-6%	-5%	i	1%	1.2	8	-15%
O=C(NCC1CC1)c1ccc(Oc2cc(Cl)cc(Cl)c2)o1
    1	-3%	22%	i	2%	1.6	-6	-54%[inhibitor]
CCOC(=O)Cc1csc(NC(=S)NC(=O)C(C)(C)C)n1
    12	5%	8%	i	1%	-1.6	1	-13%
CCOC(=O)c1ccccc1NC(=O)COc1coc(CN2CCc3ccccc32)cc1=O
    15	-1%	2%	i	0%	-0.5	23	-18%
COc1cccc(-c2cnc(C(O)c3ccc(-c4ccccc4)cc3)[nH]2)c1 (stereo not given)
    6	-6%	3%	i	x	-3.1	5	-48%[inhibitor]
COc1cccc(CNC(=O)CCCN2C(=O)C(c3ccccc3)Oc3cccnc32)c1OC (stereo not given)
    -2	-3%	-1%	i	0%	-0.4	-13	-12%
Cc1c(C)c2c(OCC(=O)N3CCC(C(=O)NCC(C)C)CC3)cc3c(c2oc1=O)CCC(C)(C)O3
    2	1%	-1%	i	1%	-0.3	-11	3%
N#Cc1ccccc1NC(=O)CNc1ccccc1N1CCCCC1
    -1	23%[57.1 µM]	17%	i	2%	-0.5	-24	i
COc1ccccc1N1CCN(S(=O)(=O)CCNC(=O)c2cc(=O)c3ccccc3o2)CC1
    -5&8	1%	1%	i	0%	-1.2	-1	-5%&-21%
CCOC(=O)c1c(NC(=O)CN2C(=O)NC(C)(c3ccc(OC(F)F)cc3)C2=O)sc(C)c1C (stereo not given)
    3	-15%	-17%	i	-7%	0.9	0	i
CCOc1ccc(C(=O)c2nc3c(n2O)CCCC3)cc1
    -7	-15%	-16%	i	0%	-1.9	-7	37%[57.5 µM]
CC(=O)c1ccc(OCCCC(=O)Nc2cc(S(=O)(=O)N(C)C)ccc2C)cc1
    -15	6%	6%	i	-1%	-2.9	3	i
CC(C)Cn1cc(Cl)c(=O)n(CC(C)C)c1=O
    7	3%	3%	i	4%	-1.3	-6	7%
CC(C)NC(=O)c1ccc(CONC(=O)OCc2ccccc2)cc1
    3	-16%	3%	i	x	-0.5	8	i
O=C(Nc1ccccc1F)C1CC1c1ccccc1 (stereo not given)
    5	-1%	-11%	i	3%	2.6	3	i
COc1ccc(Cl)cc1NC(=O)CCn1cnc2ccccc2c1=O
    -1	-4%	-1%	i	2%	-1.8	2	-14%
O=C(COC(=O)c1ccncc1)c1ccc(Br)cc1
    -4	13%	-6%	i	-3%	-1.3	-12	i
CCCCn1c(-c2cccnc2)n[nH]c1=S
    3	2%	2%	i	0%	-3.1	-11	-23%
Cc1ccc(S(=O)(=O)N2CCCCC2)cc1C(=O)NCC1CCCO1 (stereo not given)
    -8	-9%	1%	i	0%	0.6	-21	14%
COc1ccc(CN(C)CC(=O)NC(=O)NC2CCCCC2)cc1
    0	-8%	1%	i	-3%	2.8	5	-19%
Cc1c(C(=O)NCCCN2CCOCC2)sc2nc(-c3ccc(F)cc3)cn12
    -32	8%	4%	i	u	0.9	-29	11%[57.5 µM]
CC(=O)Nc1ccc2c(c1)C(=Nc1ccccc1)c1ccccc1-2
    2	-10%	12%	i	x	0.3	-1	i
O=C(NCc1cccnc1)C1CCCN(S(=O)(=O)c2ccc(Br)cc2)C1 (stereo not given)
    1	0%	-14%	i	x	-0.8	22	-15%
O=c1c2c([nH]c3ccccc13)C(=C1CCCC1)CC2
    2	32%[activator]	10%	i	-2%	-1.5	3	-10%[57.5 µM]
CCOC(=O)CSc1cc(CS(=O)(=O)c2ccccc2)nc(-c2ccccc2)n1
    -9	-2%	3%	i	-6%	-0.1	-12	i

The results go on.
Values run as follows: D3 ag	EPAC2 antagonist	EPAC2 agonist	pAkt inh	Mm-Cpn inhibitor	CCT chaperon mod	D3 antag	PTHR1 ag
CCOC(=O)C1(CC2CC2)CCN(Cc2cnc(N(C)C)s2)CC1
    -12	7%	3%	i	-1%	0.7	u	-4%
c1ccc(CSc2nc3ccccc3[nH]2)cc1
    2	-17%	1%	i	1%	0.3	-2	-30%[inhibitor]
COc1cccc(C2=NOC(C(=O)N3CCc4ccccc4C3)C2)c1 (stereo not given)
    -4	-17%	21%	i	-2%	0.6	-15	-56%[inhibitor]
CCOC(=O)c1c(C)[nH]c(C)c1C(=O)COC(=O)c1ccc(OC)c(OC)c1
    6	0%	14%	i	-4%	-0.6	-1	i
O=C(NCc1cccc(Cl)c1)c1ccc(-n2ccnc2)c2ccoc12
    -10	-13%	10%	i	x	-1.2	u	16%
COCCCNC(=O)CN(CCc1ccccc1)S(=O)(=O)c1ccccc1
    7	-5%	2%	i	-2%	-0.6	-1	i
C=CCn1c(SCc2c(F)c(F)c(F)c(F)c2F)nc(O)cc1=O
    4	4%	-1%	i	-2%	0.3	4	-29%
Cc1nn(C)c(Cl)c1/C=N/OC(=O)c1ccccc1
    -11	2%	5%	i	2%	1.6	-14	i
Cc1cc(C)c(C(O)c2ncc(-c3ccccc3F)[nH]2)c(C)c1 (stereo not given)
    -1	-13%	15%	x	x	-0.8	-6	-3%
CCOc1ccc(N(C)c2ccc(/C=C3/SC(=S)NC3=O)cc2)cc1
    -7	4%	2%	i	2%	-3.5	0	-43%[inhibitor]
COc1ccccc1N1CCN(C(=O)C2CCC(Cn3c(=S)[nH]c4ccccc4c3=O)CC2)CC1 (stereo not given)
    11	-18%	21%	x	2%	1.4	33	-79%[inhibitor]
Cc1cc(C(=O)N2CCN(c3cc(Cl)ccc3C)CC2)on1
    3	-23%	7%	i	1%	-0.1	16	-27%
Nc1ccc2nc(-c3cccnc3)[nH]c2c1
    6	17%	5%	i	-3%	2.0	8	-20%
CN1C(=S)SC(C)(NO)C1(C)C (stereo not given)
    -5	-4%	3%	i	1%	0.2	13	-7%[57.5 µM]
COc1ccccc1Cc1c(C2CCCCC2)nc2ccc(Br)cn12
    -20	-6%	16%	i	x	-0.4	-21	-40%[inhibitor]
O=C(Cc1ccccc1)NC(NNc1ccccc1)(C(F)(F)F)C(F)(F)F
    -8	-10%	2%	i	1%	-0.1	12	-14%
Oc1ccccc1/C=N/n1c(COc2ccccc2)n[nH]c1=S
    1	-3%	4%	i	3%	-5.0	-17	i
Cc1nn(-c2ccccc2)c(C)c1NC(=O)CCl
    4	8%	3%	i	0%	-1.3	0	-1%
Cc1ccc(O)c(CN(C)Cc2cc(C)ccc2O)c1
    -29	10%	2%	i	x	-2.7	u	i
COc1ccccc1NC(=O)COc1coc(CN2CCN(c3ccccc3)CC2)cc1=O
    5	-2%	15%	i	-5%	-0.2	-11	-93%[inhibitor]
O=C(COC(=O)c1ccc2c(c1)OCO2)NC1CCS(=O)(=O)C1 (stereo not given)
    4	2%[57.1 µM]	u	i	0%	2.1	50	-8%[57.5 µM]

Compounds from the list above with an aryl thioether with sulfur outside any ring (three):
Values run as follows: D3 ag	EPAC2 antagonist	EPAC2 agonist	pAkt inh	Mm-Cpn inhibitor	CCT chaperon mod	D3 antag	PTHR1 ag
CCOC(=O)CSc1cc(CS(=O)(=O)c2ccccc2)nc(-c2ccccc2)n1
    -9	-2%	3%	i	-6%	-0.1	-12	i
c1ccc(CSc2nc3ccccc3[nH]2)cc1
    2	-17%	1%	i	1%	0.3	-2	-30%[inhibitor]
C=CCn1c(SCc2c(F)c(F)c(F)c(F)c2F)nc(O)cc1=O
    4	4%	-1%	i	-2%	0.3	4	-29%

Some of the entries so far, as labelled records:
Cc1nn(-c2ccccc2)c(C)c1NC(=O)CCl
  D3 ag: 4; EPAC2 antagonist: 8%; EPAC2 agonist: 3%; pAkt inh: i; Mm-Cpn inhibitor: 0%; CCT chaperon mod: -1.3; D3 antag: 0; PTHR1 ag: -1%
Cc1ccc(O)c(CN(C)Cc2cc(C)ccc2O)c1
  D3 ag: -29; EPAC2 antagonist: 10%; EPAC2 agonist: 2%; pAkt inh: i; Mm-Cpn inhibitor: x; CCT chaperon mod: -2.7; D3 antag: u; PTHR1 ag: i
COc1ccccc1NC(=O)COc1coc(CN2CCN(c3ccccc3)CC2)cc1=O
  D3 ag: 5; EPAC2 antagonist: -2%; EPAC2 agonist: 15%; pAkt inh: i; Mm-Cpn inhibitor: -5%; CCT chaperon mod: -0.2; D3 antag: -11; PTHR1 ag: -93%[inhibitor]

Bioassay records deposited in PubChem by National Center for Advancing Translational Sciences (NCATS).
